S2 tox: viability counter-screen for ATXN expression inhibitors; hit rate 0.49% among 400,000; Potency, µM (top dose mostly 56.7 µM), actives largely listed as cytotoxic; S2 cells (HEK-293 line with an ATXN2-luciferase reporter) viability, CellTiter-Fluor protease fluorescence, 24 h; AID 651635; further: potency means the concentration at half of the fitted maximal effect; nearly all actives have a fitted effect of over 40% in size
SW480 rereplic: inducers of DNA re-replication in SW480 colon cancer cells; SW480 DNA re-replication, Hoechst DNA content imaging, 48 h; Potency, µM (top dose mostly 46.1 µM), for inactives: top-dose re-replication activation, usual class: activators; hit rate 1.8% among 340,000; further: potency means the concentration at half of the fitted maximal effect; % of control where 0% means no effect; nearly all actives have a fitted effect of over 55% in size
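Quantitative HTS format with DMSO vehicle controls; 48 hr drug incubation at 37 C, then 40 min Hoechst staining and scanning imager measurement at 405 nm excitation.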
IL1B secr inh: blocks inflammasome-driven IL-1 beta release. THP-1 LPS/ATP IL-1B secretion, AlphaLISA, 16 h; stronger effect = lower value. activity change, % at 57.5 µM. hit rate 4.7% among 360,000; in the data active means activity change below about -50%; inconclusive means mostly about -30% to -49%; further: on the % scale 0 is the no-effect control and ±100 the full control effect
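Secreted IL-1B measured by AlphaLISA bead assay after 16 h compound exposure of THP-1 cells; compounds (final up to 57.5 uM) added 1 h before LPS (250 ng/mL) and ATP (1.25 mM) stimulation; lower signal means less secretion.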
HepG2 tox: HepG2 cytotoxicity, counter-screen for TGF-b inhibitors; AID 588856; HepG2 CAGA-GFP viability, ATP luminescence, 18 h; hit rate 0.76% among 410,000; Potency, µM (titrated, usually from 46.1 µM), inactives show at the top dose activity change, negative = cytotoxicity, actives largely listed as cytotoxic; further: potency means the concentration at half of the fitted maximal effect; some results filed as inactive show a strong effect at the top dose
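CellTiter-Glo luminescence gave cytotoxicity after 18 hours at 37 degrees C. The cells were HepG2 CAGA-GFP in 1% FBS DMEM, stimulated with 500 pg/mL TGF-beta after compound addition. %Activity was normalised to no-cell wells (complete cell-killing) and DMSO (no toxicity), and curves were fitted and classified.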
HT1080-NT tox: kills 2HG-producing HT-1080-NT fibrosarcoma cells; HT-1080-NT fibrosarcoma viability, CellTiter-Glo ATP luminescence, 48 h; Potency, µM (series often up to 46.1 µM), without a hit: top-dose activity, negative = less viability, usual class: cytotoxic; hit rate 1.6% among 360,000;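 further: NT is the 2HG producing partner of a matched IDH1 knockdown line; potency means the concentration at half of the fitted maximal effect; 0% = DMSO-treated cells and -100% = media-only wells without cells; nearly all actives have a fitted effect of over 55% in size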
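HT-1080-NT; 750 cells/well; 5% FBS RPMI; 48 h compound, 37 degrees C; CellTiter-Glo luminescence; curve fitting and curve-class assignment.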
KB-3-1 tox: KB-3-1 parental cell cytotoxicity; hit rate 1.4% among 400,000; KB-3-1 viability, CellTiter-Glo ATP luminescence, 72 h; AID 1347075; Potency, µM (top dose mostly 46.1 µM), for the others: at the highest dose activity change, negative = cytotoxic, most hits filed as cytotoxic; further: potency means the concentration at half of the fitted maximal effect; on the % scale 0 is the no-effect control and ±100 the full control effect; nearly all actives have a fitted effect of over 60% in size
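Parental KB-3-1 adenocarcinoma cells in phenol-red-free DMEM with 10% FBS were pin-treated with compounds at several concentrations, incubated 72 h at 37 °C, and viability read by CellTiter-Glo luminescence; concentration-effect curves were fitted after normalization.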
MCF10A rerep: DNA re-replication induction in MCF 10a cells. hit rate 2.9% among 350,000. Potency, µM (titrated, usually from 46.1 µM), inactives show top-dose activity, positive = re-replication, usual class: activators. AID 624296. MCF 10A DNA re-replication, Hoechst nuclear intensity, 48 h; further: potency means the concentration at half of the fitted maximal effect; % of control where 0% means no effect; nearly all actives have a fitted effect of over 50% in size
HT1080 IDH1KD tx: kills HT-1080 cells with IDH1 knockdown. HT-1080 IDH1 knockdown viability, ATP luminescence, 48 h. Potency, µM (highest dose often 46.1 µM), without a hit: top-dose activity, negative = toxicity, hits mostly cytotoxic. hit rate 2% among 360,000;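 further: potency means the concentration at half of the fitted maximal effect; 0% = DMSO wells and -100% = cell-free medium wells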
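% activity derives from luminescence (CellTiter-Glo), normalised to DMSO and no-cell wells. HT-1080-IDH1KD cells, 750/well, had 48 h compound exposure at 37 °C.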
ATXN2 expr inh: inhibitors of ATXN2 expression. HEK-293 ATXN2-luciferase reporter, luminescence, 24 h. Potency, µM (top dose mostly 57 µM), inactives show at the top dose activity change, negative = inhibition, most hits filed as inhibitors. hit rate 0.72% among 360,000; further: potency means the concentration at half of the fitted maximal effect; on the % scale 0 is the no-effect control and ±100 the full control effect; nearly all actives have a fitted effect of over 55% in size
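qHTS (up to 57 uM final) was run with 24 h compound exposure of reporter cells at 37 °C. Each well was multiplexed: SteadyGlo luminescence measured ATXN2-luciferase expression after a fluorogenic Gly-Phe-AFC viability readout (25 uM final).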
* marks the source's active call; other numbers are inactive results; i = inactive; ? = inconclusive; . = no result given; [ ] = remark or other dose. Unless noted, the call rests on the fitted dose curve; in most records, active means well fitted curve in the direction sought with a large enough effect; inconclusive means small, poorly fitted or top-dose-only effect, or another doubt; inactive means no such curve, though single readings can be large; an effect the other way counts as inactive or inconclusive.

Every second line gives: S2 tox, SW480 rereplic, IL1B secr inh, HepG2 tox, HT1080-NT tox, KB-3-1 tox, MCF10A rerep, HT1080 IDH1KD tx, ATXN2 expr inh
c1ccc(-c2nc3c4ccccc4ccn3c2Cc2ccsc2)cc1
 : ?, ., 14, -50%, -15%, 0%, ., -11%, 54%[activator]
Cc1cc(C)cc(C(=O)O/N=C(\N)c2ccc(Br)cc2)c1
 : ?, 8%, -15, -26%, -5%, -5%, 8%, 2%, 0%
Cc1cc2cc(C)c(NCCNC(=O)c3ccccc3Cl)nc2cc1C
 : i, ?, -1, -56%, -26%, -14%, 24%, -29%, -17%
CCNC(=O)Nc1ccc(-n2nc(C)c(C(=O)OCC)c2C)nc1
 : i, -36%[inhibitor], 6, 0%, 0%, 3%, 9%, 0%, .
O=C(CN1C(=O)/C(=C/c2cccc(Br)c2)SC1=S)NC1=NCCS1
 : i, -1%, 0, 12%, 13%, 14%, 0%, 13%, -27%
O=C(CCn1ccc2cc(S(=O)(=O)N3CCCC3)ccc21)NCc1ccccc1Cl
 : i, ., ., -7%, ., -12%, ., ., -19%
CCC(=O)Nc1ccc(-c2nc3ncccc3o2)cc1C
 : i, ., ., -6%, ., -3%, ., ., 28%
COCCNC(=O)C1(C)CCCN(CCS(=O)(=O)c2ccc(C)cc2)C1 (configuration not stated)
 : i, ., 7, -4%, 0%, 0%, ., -3%, 13%
CC(C)(C)NC(=O)CN(C(=O)CCC(=O)Nc1nccs1)c1ccc2c(c1)OCCO2
 : i, -1%, -4, 8%, 11%, 12%, -2%, 10%, -19%
COc1ccc(-n2c(=S)[nH]c3ncccc3c2=O)cc1
 : i, -7%, 0, -3%, 16%, 24%, 3%, 14%, -3%
CC(CN1CCCCC1)OC(=O)c1ccc(Cl)cc1Cl (configuration not stated)
 : i, -3%, 6, 0%, 7%, 9%, -2%, 10%, 1%
CC(Oc1ccccc1)C(=O)N1CCN=C1SCc1cccc(F)c1 (configuration not stated)
 : i, -1%, 0, -2%, 0%, 18%, 0%, 0%, 0%
CCOC(=O)C1CCN(C(=O)c2c(-c3ccccc3)noc2C)CC1
 : i, -3%, -73*, -1%, 1%, 0%, 0%, -2%, 36%
CCOC(=O)c1c(C)[nH]c(C)c1S(=O)(=O)N(C)CC(=O)N1CCN(c2ccc(OC)cc2)CC1
 : i, -17%, 7, 17%, 11%, 0%, 2%, 0%, .
COc1ccc(S(=O)(=O)NCCCN2CCOCC2)c2ccccc12
 : i, -2%, 13, -16%, -2%, -7%, 0%, -11%, -9%
COc1ccc(CCN2CC(C(=O)Nc3ccc(S(C)(=O)=O)cc3)CC2=O)cc1OC (configuration not stated)
 : ?, -7%, 10, 1%, 5%, 5%, 0%, 0%, -3%
Cc1cc2cc(CNC(=O)c3ccc(S(=O)(=O)N4CCCCC4)cc3)ccc2[nH]1
 : ?, -1%, 15, -36%, 4%, -9%, -10%, 10%, -27%
CN(Cc1ccccc1)C(=O)c1cccc(C(=O)N(C)Cc2ccccc2)c1
 : i, 0%, -2, -2%, 0%, 6%, 3%, -6%, 6%
Cc1cc(C)n(CC(=O)NCc2ccccc2)c(=O)c1C#N
 : i, -7%, -10, -5%, 1%, 5%, 0%, 11%, .
O=C(O)c1ccccc1NC(=O)c1ccccc1Nc1ccccc1
 : i, 15%, -1, -33%, -22%, ?, ?, -20%, .
CCOc1ccc(NC(=O)Cn2nnc(C(=O)NCc3ccco3)c2N)cc1
 : ?, -3%, 38, -15%, ?, 1%, ?, ?, -14%
COC(=O)c1sc(NC(=O)c2cc(-c3ccccc3)nc3ccccc23)c(C#N)c1C
 : ?, 23%, 7, -46%, ?, 1.5µM*, ?, ?, ?
CCOCCCN1CN(S(=O)(=O)c2ccc(Cl)cc2)c2nc3ccccc3nc21
 : i, 1%, -5, 3%, 11%, -1%, -3%, 8%, -1%
COc1ccccc1NS(=O)(=O)c1cc(NC(=O)c2ccc(NC(C)=O)cc2)ccc1N1CCOCC1
 : ?, -2%, -2, 8%, 2%, ?, ?, 3%, 7%
CC(NC(=O)N(Cc1ccccc1)Cc1ccc2c(c1)OCO2)(C(F)(F)F)C(F)(F)F
 : i, -10%, -15, 0%, 1%, 8%, ?, -7%, 2%
COc1ccc(CN2CCCC(C(=O)c3ccc4c(c3)OCO4)C2)c(F)c1 (configuration not stated)
 : ?, -9%, 3, -30%, -9%, 15%, 12%, -5%, -30%
CCOC(=O)N1CCC(NC(=O)C(Cc2ccccc2)NC(=O)c2ccco2)CC1 (configuration not stated)
 : i, -5%, 20, -19%, 21%, 8%, -1%, 24%, -7%
O=C(Cn1[nH]c(=O)c2ccccc2c1=O)OCC(=O)c1ccc(F)c(F)c1
 : ., -4%, 13, 1%, 6%, 5%, 6%, 4%, .
CC(C)C12CN3CC(C(C)C)(CN(C1)C3(C)C)C2=O
 : i, -3%, 8, 2%, 11%, -1%, 9%, 6%, -29%
CS(=O)(=O)N1CCN(c2ccccc2NC(=S)NC(=O)c2cccs2)CC1
 : ?, 10%, 5, -15%, -2%, 0%, 4%, 1%, -25%
COc1ccc(-c2ccnc3cc(C(=O)O)nn23)cc1
 : i, 3%, 25, 2%, 6%, 1%, -5%, 2%, 6%
COc1cccc(OCC(=O)NNC(=O)C(=O)N2CCCC2)c1
 : ?, -13%, 10, -3%, 15%, 12%, -2%, 30%, 3%
Cc1ccc(NS(=O)(=O)c2ccc(C)c(C(=O)N3CCN(C)CC3)c2)cc1
 : i, 9%, -1, -20%, -4%, 6%, 0%, -5%, -11%
Cc1nc(NC(=O)C(C)(C)C)sc1C(=O)Cn1cc(-c2ccc(C(C)(C)C)cc2)nn1
 : i, ., 21, ., 2%, 10%, ., 5%, 11%
O=C(NCCCn1ccnc1)c1ccc2nccnc2c1
 : i, ?, -16, 2%, -2%, -2%, 1%, 1%, -6%
Cn1c(=O)oc2cc(S(=O)(=O)NCc3ccc(Cl)cc3)ccc21
 : ?, -47%[inhibitor], 11, -7%, 3%, -1%, 5%, 0%, .
O=C(COC(=O)C1CCN(c2ccc(C(F)(F)F)cn2)CC1)Nc1ncc(Cl)cc1Cl
 : i, 1%, 9, -2%, 0%, 0%, -3%, -9%, -22%
O=C(CCC(=O)OCC(=O)c1ccc(Br)cc1)Nc1cccc2cccnc12
 : i, -10%, 25, 1%, -10%, -3%, 2%, -2%, -2%
O=C1O[C@@H](c2ccccc2)C[C@@H](O)[C@H](O)CCCc2ccccc21
 : i, ., -2, ., -5%, 12%, ., -3%, -23%
COc1ccc(S(=O)(=O)N2CCOCC2)cc1NC(=O)C1CC1
 : i, -7%, 7, 0%, 12%, 0%, -11%, 7%, -7%
COC(=O)CNC(=O)C(NC(=O)c1ccc(Cl)cc1)C(C)C (configuration not stated)
 : i, 0%, ?, -41%, -8%, -15%, 0%, 2%, 2%
Cc1ccccc1OCc1nc2ccccc2c(=O)n1N
 : i, -3%, 32, -1%, 1%, -16%, 1%, -3%, 16%
Cc1ccc(S(=O)(=O)N2CCN(C(=O)CNC(=O)c3sc4ccccc4c3Cl)CC2)cc1
 : i, -74%[inhibitor], -9, -3%, -6%, 17%, 13%, 2%, -12%
Cc1ccc(CSCCNC(=O)CCSc2ccccc2)cc1
 : i, -9%, 16, -22%, 4%, -18%, 1%, 2%, ?
Cc1ccccc1-c1cc2nc(NCCOc3ccccc3Cl)n(C)c(=O)c2s1
 : i, ., -12, -43%, ?, 9%, ., ?, -3%
COc1ccccc1-c1cc(=O)c2c(O)ccc([N+](=O)[O-])c2o1
 : i, 2%, 14, -21%, 5%, 21µM*, -8%, 14%, 6%
CCCCCCCCCCCCCCCCO
 : i, -2%, ., ., ., ., 7%, ., -1%
O=C(Cc1csc(Nc2nc(=S)[nH]c3ccccc23)n1)NCc1ccccc1Cl
 : ?, ?, 18, -24%, 11%, 2%, ?, -1%, ?
CC1(C(=O)N2CCCCC2)CCN1C(=O)c1ccccc1CCc1ccccc1 (configuration not stated)
 : i, ., 0, -2%, 8%, 0%, ., 6%, -5%
Cc1cc(-c2ccc(S(=O)(=O)N3CCCCC3)s2)on1
 : i, -2%, 8, -1%, 1%, 0%, 0%, -3%, .
O=C(Nc1ccc(Cl)c(Cl)c1)Nc1nc(-c2ccccc2)cs1
 : i, 27%, -18, -41%, 3%, 12µM*, ?, -19%, -14%
CCC(=O)Nc1ccc2c(c1)ncn2-c1ccc(OC)cc1
 : i, -6%, ?, -3%, 17%, 16%, -3%, 6%, 55%[activator]
N#Cc1ccccc1Sc1ccccc1C(=O)OCC(N)=O
 : i, ?, 0, 5%, 11%, -9%, -7%, 13%, .
CCCC(c1nnnn1C(C)(C)C)N1CCN(Cc2ccccc2)CC1 (configuration not stated)
 : i, -135%[inhibitor], -3, 20%, -26%, -24%, 5%, 6%, -8%
CCN(CC(=O)Nc1c(F)cccc1F)C(=O)c1cnc(C)cn1
 : i, -1%, 7, 6%, 1%, 2%, 6%, 5%, 4%
CC(=O)c1c[nH]c(C(=O)NC2CCCCCC2)c1
 : i, 0%, -14, 0%, 10%, -2%, -1%, 12%, 3%
O=C(O)C1C2C=CC(C3CC23)C1C(=O)N1CCc2ccccc21 (configuration not stated)
 : i, 5%, 16, -25%, -7%, -1%, 20%, -6%, 7%

Source: PubChem
